# From PubChem
# NCI-60 one-dose screen, 48 h, at 10 µM unless noted. Numbers give growth in % (100 = growth as untreated, 0 = no growth, -100 = all killed).
# NCI-H522: NCI-H522 lung cancer. 8% of 78,000 active. AID 1794739
# A498: A498 renal cancer cells; AID 1794774; 5.4% of 76,000 active
# NCI/ADR-RES: NCI/ADR-RES ovarian cells | 4.4% of 81,000 active
# NCI-H460: NCI-H460 lung cancer | 6.8% of 82,000 active
# CAKI-1: CAKI-1 renal cancer | 4.7% of 75,000 active | AID 1794772
# ACHN: ACHN renal cancer. AID 1794771. 4.9% of 81,000 active
# NCI-H226: NCI-H226 lung cancer; 3.5% of 79,000 active
# RXF 393: RXF 393 renal cancer cells; 6.9% of 77,000 active
# NCI-H23: NCI-H23 lung cancer | 4% of 80,000 active
# An asterisk follows results filed as active; nt = no result given; & = joins results of further samples; ! = not confirmed by another sample. The calls were made as follows: active = growth percent below 10; inactive = the rest. A portion of the library; rates above refer to the full screens.
Compound	NCI-H460	ACHN	NCI/ADR-RES	RXF 393	NCI-H522	NCI-H23	CAKI-1	NCI-H226	A498
CCN(CC)C(=O)c1ccc(NC(=S)NC(N)=S)cc1	95	99	117	111	90	112	86	94	88
O=C1C=C2C=CC3CC2(O1)C1CCCCN1O3 (stereo not drawn)	108	111	106	119	100	99	97	103	nt
CC1=C(C)CC2(CC1)C(=O)NC(=O)NC2=O	105&110	91&98	103&96	115&101	78&102	97&94	89&97	102	97&111
CC(C)=CC1C(C(=O)OC/C=C\c2ccc3c(c2)OCO3)C1(C)C (stereo not drawn)	100	94	97	99	91	94	89	88	69
O=C1NC(=O)C(=Cc2ccccc2)C(=O)N1	105&127	112&100	103&100	116&99	95&96	102&98	103&84	101&96	94&128
CCN(CC)C(=O)CCl	109	109	118	114	104	115	99	93	85
NNC(=O)Nc1nn[nH]n1	110	101	105	112	92	93	97	95	87
O=[N+]([O-])c1cc([N+](=O)[O-])c(Cl)cc1Cl	-46*	-91*	-45*	-91*	-70*	-56*	-81*	-59*	80
C/C(=N/OC(=O)N(C)C)c1cc(Cl)ccc1Cl	105	100	99	102	84	nt	99	99	87
CCc1ccccc1N	106	104	101	102	81	112	70	94	102
c1ccc2c(c1)ccc1n[se]nc12	106	105	102	103	97	102	88	98	106
CC(=O)O[C@H]1CC[C@]2(C)[C@H]3CC[C@]4(C)[C@@H](OC(C)=O)CC[C@H]4[C@@H]3[C@@H](C)[C@]2(O)C1	116	112	99	114	95	111	nt	104	105
O=C1C(Cl)=C(Cl)C(=O)C1(Cl)Cl	nt	102	107	133	109	106	107	118	97
COC(=O)[C@]1(C)CCC[C@]2(C)c3c(cc(C(C)C)c4c3[C@@H]3[C@@H]5OO[C@@H](O5)[C@@H]3[C@H](C)N4C(=O)C(F)(F)F)CC[C@@H]12	98	93	101	98	55	97	83	89	86
COc1ccc(-n2c(=S)[nH]c3ccc(C)cc3c2=O)cc1	109	113	109	106	98	103	111	nt	119
ClCCN(CCCl)Cc1nc2cc3ccccc3cc2[nH]1	42	76	90	104	nt	94	21	87	99
Oc1c(Cl)cc(Cl)c2ccccc12	118	100	108	117	nt	104	95	98	116
O=C(CC1(O)C(=O)N(Cc2ccccc2)c2ccc(Cl)cc21)c1ccc(C(=O)NCC2CCC3(CC2)OOC2(CCCCC2)OO3)cc1 (stereo not drawn)	-47*	-84*	-43*	-80*	-27*	-67*	-94*	-41*	-91*
CN1C(=O)[C@]23C[C@H]4C(C)(C)[C@@]5(C[C@@]41CN2CC[C@@]3(C)O)C(=O)Nc1c5ccc2c1OC=CC(C)(C)O2	111	103	103	102	102	103	nt	94	74
CCOC(=O)C(C(C)=O)c1ccccc1 (stereo not drawn)	107	106	116	111	102	104	94	112	78
CC(C(O)c1ccccc1)N(Cc1ccccc1)Cc1ccccc1 (stereo not drawn)	101	92	87	96	81	78	81	81	92
COc1ccc2c(c1)C1(C(=O)O)CC=CCC1(C(=O)O)C2 (stereo not drawn)	111	102	102	114	110	95	95	110	nt
COC(=O)[C@H]1CN(C)[C@@H]2Cc3c[nH]c4cccc(c34)[C@]23C[C@H]13	110	114	97	116	116	95	94	104	89
S=c1nc2[se]c3c(c2c(Nc2ccc(Cl)cc2)[nH]1)CCCCC3	104	99	99	100	117	96	93	87	114
O=C(CN1CCOCC1)c1ccccc1	118	108	109	108	103	103	105	103	91
O=[As](O)(O)c1ccccc1[As](=O)(O)O	116	91	104	120	106	100	95	112	102
COC1=C(Cl)C(=O)c2ccccc2C1=O	103	95	100	93	94	87	103	97	89
O=C(O)c1cc(Cl)ccc1Cl	110	nt	105	127	119	100	112	127	98
CCOC(=O)CC1Oc2ccc3c(c2NC1=O)c(C(=O)OCC)c(C)n3Cc1ccccc1 (stereo not drawn)	90	87	79	87	71	86	82	77	67
COc1cccc2c1cc([N+](=O)[O-])c1c(C(=O)O)cc3c(c12)OCO3	106&105&33	96&101&39	104&107&71	101&104&49	64&96&35	93&102&56	9.2*!	107&104&80	107&114&87
COc1ccc(Cn2c(Cl)c(C(=O)O)c3cc(OC)ccc32)cc1	112	108	107	56	86	111	95	100	102
CCC(C)(C)c1ccc(O)cc1	110&100	111&98	108&105	117&103	97&92	106&104	102&92	96&100	89&96
CC(C)N(CC#CCO)CCO	103	99	114	100	100	119	99	91	88
CNC(=O)Oc1cccc(N(C)C)c1	105	104	107	103	89	106	92	93	104
CCOP(=O)(OCC)/C(C#N)=C/c1ccc(OC)cc1	108	109	106	110	92	101	97	103	115
O=[N+]([O-])c1cc([N+](=O)[O-])c(Nn2c3ccccc3c3ccccc32)c([N+](=O)[O-])c1	3.4*	nt	7.5*	-4.3*	-25*	-3.1*	nt	-1.9*	-43*
N#CCc1ccc(CC#N)cc1	101	103	110	106	91	103	97	90	79
CNC(=O)Oc1cc2c(cc1C(C)(C)C)CCC2	94	99	109	110	nt	96	91	101	nt
CNc1ccc(C(=O)CC(O)CCC(C)C2OC(=O)CC(O)CC(=O)CC(O)CC(O)CC(O)CC(O)CC3(O)CC(O)C(C(=O)OC)C(CC(O[C@@H]4O[C@H](C)[C@@H](O)[C@H](N)[C@@H]4O)/C=C/C=C/C=C/C=C/C=C/C=C/C=C/C2C)O3)cc1 (stereo partly drawn)	3.5*	-79*	-36*	-20*	-13*	-54*	2.6*	-38*	-54*
CC12CCC3C(CCC4=CC(=O)CCC43C)C1C/C(=C\c1ccc(OCC(=O)N3CCCC3)cc1)C2=O (stereo not drawn)	76	87	71	77	67	76	75	66	nt
COC(=O)c1ccc(-n2cc(CCCN(CCNc3ccnc4cc(Cl)ccc34)C(=O)CCC(=O)O[C@@H]3O[C@@H]4OC5(C)CC[C@H]6[C@H](C)CC[C@@H]([C@H]3C)[C@@]46OO5)nn2)cc1	52	36	11	34	7.4*	40	44	48	100
CCSCCC(N)C(=O)O (stereo not drawn)	113	105	37	55	100	93	93	102	nt
CC(C)CCC(=O)O[C@H]1CC[C@H]2[C@@H]3CCC4=CC(=O)CC[C@]4(C)[C@H]3CC[C@]12C	99	98	99	107	93	95	89	98	77
O=C(O)CSCC(=O)O	103	103	101	114	114	94	93	103	93
CN(C)c1ccc(N)cc1	54&103	65&100	85&104	85&109	85	11&97	78	82&101	63&108

# Ordered by molecular weight (largest number first): 6 of the compounds above
Compound	NCI-H460	ACHN	NCI/ADR-RES	RXF 393	NCI-H522	NCI-H23	CAKI-1	NCI-H226	A498
COC(=O)c1ccc(-n2cc(CCCN(CCNc3ccnc4cc(Cl)ccc34)C(=O)CCC(=O)O[C@@H]3O[C@@H]4OC5(C)CC[C@H]6[C@H](C)CC[C@@H]([C@H]3C)[C@@]46OO5)nn2)cc1	52	36	11	34	7.4*	40	44	48	100
CC12CCC3C(CCC4=CC(=O)CCC43C)C1C/C(=C\c1ccc(OCC(=O)N3CCCC3)cc1)C2=O (stereo not drawn)	76	87	71	77	67	76	75	66	nt
CC(C)CCC(=O)O[C@H]1CC[C@H]2[C@@H]3CCC4=CC(=O)CC[C@]4(C)[C@H]3CC[C@]12C	99	98	99	107	93	95	89	98	77
CNC(=O)Oc1cccc(N(C)C)c1	105	104	107	103	89	106	92	93	104
CC(C)N(CC#CCO)CCO	103	99	114	100	100	119	99	91	88
CN(C)c1ccc(N)cc1	54&103	65&100	85&104	85&109	85	11&97	78	82&101	63&108

# 4 of the compounds above, with two lines to a compound.
# Every second line gives: NCI-H460, ACHN, NCI/ADR-RES, RXF 393, NCI-H522, NCI-H23, CAKI-1, NCI-H226, A498
CCC(C)(C)c1ccc(O)cc1
 : 110&100, 111&98, 108&105, 117&103, 97&92, 106&104, 102&92, 96&100, 89&96
N#CCc1ccc(CC#N)cc1
 : 101, 103, 110, 106, 91, 103, 97, 90, 79
COC(=O)c1ccc(-n2cc(CCCN(CCNc3ccnc4cc(Cl)ccc34)C(=O)CCC(=O)O[C@@H]3O[C@@H]4OC5(C)CC[C@H]6[C@H](C)CC[C@@H]([C@H]3C)[C@@]46OO5)nn2)cc1
 : 52, 36, 11, 34, 7.4*, 40, 44, 48, 100
COc1ccc(Cn2c(Cl)c(C(=O)O)c3cc(OC)ccc32)cc1
 : 112, 108, 107, 56, 86, 111, 95, 100, 102

# Additional entries.
Compound	NCI-H460	ACHN	NCI/ADR-RES	RXF 393	NCI-H522	NCI-H23	CAKI-1	NCI-H226	A498
CCOC(=O)CC(SP1(=S)OCC2(CCCCO2)C(C2CCCCO2)O1)C(=O)OCC (stereo not drawn)	106	101	101	117	nt	93	98	99	78
CC1C(c2ccccc2)N1C (stereo not drawn)	103	100	nt	97	104	99	97	97	60
C[C@]12CCC(=O)C[C@@H]1CC[C@@H]1[C@@H]2CC[C@]2(C)C(=O)CC[C@@H]12	112	94	44	nt	63	101	100	92	115
COC(=O)[C@@H](C)C[C@H](Cc1ccccc1)NC(=O)c1nc([C@@H](C[C@H](C(C)C)N(C)C(=O)[C@@H](NC(=O)[C@H]2CCCN2C)C(C)C)OC(C)=O)sc1C	7.2*	20	4.4*	39	-24*	32	nt	43	-2.3*
CCOC1=C(N2CC2)C(=O)C(OCC)=C(N2CC2)C1=O	115	106	100	106	nt	94	89	88	101
Oc1cccc2cccnc12	102&104&84	96&117&83	114&108&83	112&104&96	103&11	104&109&102	107&100&103	99&98&94	84&99&137
Cc1ccc(S(=O)(=O)n2cc([C@@]3(O)C[C@H](CI)OC3=O)c3ccccc32)cc1	116	97	84	240	88	93	95	84	100
CC(C)(C)c1ccc(OP(=O)(Oc2ccccc2)Oc2ccccc2)cc1	106	95	97	104	nt	87	78	93	87
COC1=C[C@H]2[C@@H](C#N)CC3(C(=O)c4ccc(Br)cc4)C[C@H](C#N)[C@H](C1)N23 (stereo partly drawn)	107	109	110	109	99	108	101	104	76
Cc1cc(N(CCCl)CCCl)ccc1C=Nc1cccnc1	26	48	72	60	87	57	13	-45*	-72*
COc1ccc(/C=C\c2cc(OC)c(OC)c(OC)c2)c(NS(=O)(=O)c2ccc(Cl)cc2)c1O	8.2*	26	-7.0*	37	-36*	22	28	18	-13*
ClCc1ccccc1	106	110	105	105	106	110	119	97	92
O=C1CC(c2ccccc2)CO1 (stereo not drawn)	109	107	102	123	94	95	98	105	83
CCOP(=O)(OCC)/C(C#N)=C/c1ccc(C)o1	110	108	107	97	106	98	102	92	75
CCN(CC)CCc1ccccn1	116	110	110	128	108	105	95	81	107
CC1(C)N=C(N)N=C(N)N1c1ccc(OCCNS(=O)(=O)c2cccc(S(=O)(=O)F)c2)c(Cl)c1	88	96	105	77	nt	106	99	97	102
CCCCN1CCCC[C@@H]1C(=O)N[C@H](C(=O)N(C)[C@H](C[C@@H](OC(C)=O)c1nc(C(=O)NC2CCC(C(=O)OC)CC2)cs1)C(C)C)C(C)C (stereo partly drawn)	9.6*	55	41	18	-12*	48	nt	72	22
CCC1(Cc2ccccc2)C(=O)NC(=S)N(C)C1=O (stereo not drawn)	108	101	102	103	103	94	92	102	89
O=c1cc(N2CCNCC2)c2cc(F)ccc2[nH]1	107	104	100	100	97	102	96	101	74
CCCCCCCCCCCCCCP(=O)(OC)OC	106	108	104	97	nt	109	nt	93	110
O=C1NC(=S)NC(=O)C1=Cc1ccncc1	109	104	116	98	95	nt	97	92	103
O=[N+]([O-])c1c(F)cc(F)c([N+](=O)[O-])c1F	101	111	107	120	107	107	103	98	106
C1CCC2C(C1)NC1CCCCC12 (stereo not drawn)	104	105	106	107	104	107	110	91	122
CC[C@H](C)[C@@H]1OC(=O)C(C)(C)[C@H](O)[C@H](Cc2ccccc2)OC(=O)[C@H](C(C)C)OC(=O)[C@@H](NC(=O)c2cccc(NC=O)c2O)[C@@H](C)OC1=O	19	46	53	87	39	36	39	51	67
O=[N+]([O-])c1ccccc1O	120	105	101	117	108	107	93	107	116
O=C(O)C(Br)CBr (stereo not drawn)	102	97	101	nt	76	99	101	103	107
Cc1c(C(=O)CN2CCCCC2)ccc(O)c1O	107	nt	104	106	88	97	nt	104	86
CCOP(=S)(Oc1ccc([N+](=O)[O-])cc1)c1ccccc1 (stereo not drawn)	99	97	95	117	85	92	95	110	105
O=C(Nc1ccc(Cl)cc1)Nc1nccs1	21	54	8.6*	2.9*	-32*	50	23	70	8.3*
COc1ccc(/C=C\c2cc(OC)c(OC)c(OC)c2)cc1NS(=O)(=O)c1ccc(Cl)cc1	84	62	35	66	26	75	43	71	47
